# Bioassay records (PubChem BioAssay)
# BaF3 parental: parental Ba/F3 viability inhibition as JAK2V617F counter-screen. hit rate 1.1% among 220,000. AID 1486. inhibition, % at 5.6 µM. CellTiter-Glo ATP luminescence;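 active means inhibition above a per-campaign cutoff, the mean inhibition of all tested compounds plus 3 SD, cut at about 27% in these data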;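 further: 0% = DMSO wells and 100% = JAK Inhibitor I control wells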
# m-calpain inh: inhibitors of pig calpain II; purified calpain II, fluorogenic peptide substrate, 30 min; inhibition, % at 16 µM; hit rate 0.37% among 220,000; AID 1236;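 active means inhibition above about 50%, limit read from the data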
# TRPN1 ag: zebrafish TRPN1 (NompC) channel agonism | activation, % at 3 µM | HEK293 zebrafish TRPN1-YFP, Fluo-8 calcium fluorescence; 100% = response to 87 µM carbachol | hit rate 0.18% among 220,000;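 active means activation above its plate's cutoff, the mean activation of test wells on that plate plus 3 SD, cut at about 19% in these data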;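 further: 0% = DMSO alone and 100% = 87 µM carbachol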
#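 Material: zebrafish TRPN1-YFP in HEK293 cells. Doses: one dose of 3 µM, 0.3% DMSO. Incubation: dye 1 h 37 °C plus 30 min RT. Measured by: intracellular calcium fluorescence with Fluo-8.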
# TRPML3 agonist: agonists of human TRPML3 channel. HEK293 TRPML3-YFP, Fluo-8 calcium fluorescence; 100% = the carbachol control signal. activation, % at 3 µM. Q8TDD5. AID 1448. hit rate 0.29% among 220,000;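 active means activation above its plate's cutoff, the mean activation of the plate's test wells plus 3 SD, cut at about 12% in these data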;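 further: 0% = DMSO only wells and 100% = carbachol wells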
#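 Material: HEK293 cells stably carrying human TRPML3-YFP; compound dosing: single dose, 3 µM final nominal compound, 0.3% DMSO final; incubation: 1-h 37 °C dye load, 5-s basal, 120-s post-compound reads; technique: Fluo-8 intracellular calcium fluorescence, excitation 470-495 nm, emission 515-575 nm; read-out basis: percent activation from peak-to-basal fluorescence ratio, scaled between DMSO and carbachol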
# PERK inh: blocks human PERK kinase; Q9NZJ5; CHO PERK-DD fusion, SEAP luminescence translation reporter; inhibition, % at 5.6 µM; hit rate 0.17% among 220,000;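 active means inhibition above the mean inhibition of all tested compounds plus 3 SD, set separately per screening campaign, cut at about 2.9% in these data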;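 further: PERK kinase domain activated by AP20187 dimerizer at 100 nM; 0% = DMSO with dimerizer and 100% = rapamycin at 8.4 µM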
# EP2 mod: modulates human prostaglandin E2 receptor EP2 signaling; P43116; hit rate 0.83% among 260,000; AID 940; EP2-expressing cells, cAMP HTRF FRET, PGE2 co-stimulation; induction, % at 25 µM;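 active means compounds whose cAMP rise, as percent of the full-agonist control response, exceeds 60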;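 further: rat C6 glioma line stably carrying human EP2 under a CMV promoter; the protocol text gives 20 µM as final concentration; 100% = response of wells given 1 µM PGE2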
# Target sequence (P43116 whole entry, looked up): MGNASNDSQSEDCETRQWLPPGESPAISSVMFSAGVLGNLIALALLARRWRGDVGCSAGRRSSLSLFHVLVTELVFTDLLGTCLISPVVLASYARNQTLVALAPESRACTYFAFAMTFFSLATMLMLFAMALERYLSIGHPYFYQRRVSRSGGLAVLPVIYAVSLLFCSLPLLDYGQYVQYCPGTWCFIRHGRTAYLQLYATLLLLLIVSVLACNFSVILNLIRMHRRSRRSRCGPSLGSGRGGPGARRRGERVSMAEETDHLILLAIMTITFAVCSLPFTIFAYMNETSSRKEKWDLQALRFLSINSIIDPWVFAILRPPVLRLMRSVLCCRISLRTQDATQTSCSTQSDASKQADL
# S1P4 antag: blocks the human S1P4 receptor | hit rate 0.26% among 220,000 | inhibition, % at 4.98 µM | AID 1510 | S1P4-expressing cells, antagonist mode, reporter read-out; in the data active means inhibition above about 29%;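 further: 0% = wells stimulated with agonist and 100% = vehicle wells without agonist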
# Target sequence (O95977 whole entry, looked up): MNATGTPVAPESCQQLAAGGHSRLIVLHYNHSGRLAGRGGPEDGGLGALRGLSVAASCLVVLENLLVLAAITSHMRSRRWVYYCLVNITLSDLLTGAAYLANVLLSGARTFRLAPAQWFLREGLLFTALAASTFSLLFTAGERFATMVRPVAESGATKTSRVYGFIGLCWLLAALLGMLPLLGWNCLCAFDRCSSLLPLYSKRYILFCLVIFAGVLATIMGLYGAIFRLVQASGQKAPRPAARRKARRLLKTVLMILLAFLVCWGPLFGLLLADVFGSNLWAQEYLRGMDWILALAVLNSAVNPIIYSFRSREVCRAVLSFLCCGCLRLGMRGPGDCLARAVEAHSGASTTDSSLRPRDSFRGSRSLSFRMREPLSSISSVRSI
# Ba/F3 V617F tox: loss of viability in JAK2V617F-driven Ba/F3 cells. Ba/F3 EpoR-JAK2V617F viability, ATP luminescence. hit rate 1.1% among 220,000. inhibition, % at 5.6 µM;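 active means inhibition above the campaign mean plus 3 SD over all tested compounds, cut at about 24% in these data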;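 further: cytokine-independent growth of Ba/F3 cells driven by EpoR plus mutant JAK2; 0% = DMSO-treated cells and 100% = JAK inhibitor I control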
# S1P4 agonist: activates the human S1P4 receptor; S1P4-expressing cell line, agonist reporter assay; activation, % at 4.98 µM; hit rate 0.35% among 220,000; O95977; in the data active means activation above about 11%;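 further: 0% = DMSO vehicle and 100% = reference agonist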
# The depositor's hits bear a star; i = inactive.
SMILES,BaF3 parental,m-calpain inh,TRPN1 ag,TRPML3 agonist,PERK inh,EP2 mod,S1P4 antag,Ba/F3 V617F tox,S1P4 agonist
CCOc1cc2c(cc1OCC)C(c1ccccc1)N(c1ccc(C(=O)O)cc1)C(=O)C2 (centres undefined),-1.5,29.2,2.2,0.9,0.5,26.7,-9.9,-6.0,-0.4
CCCC(=O)NC(=S)Nc1ccccc1C(F)(F)F,5.3,-0.5,0.5,-0.5,-0.4,38.5,6.8,-0.1,2.8
Cc1ncc(/C=C2\C(=O)Nc3ccccc32)[nH]1,1.2,37.2,-0.8,-0.2,0.8,-32.6,4.8,2.2,1.1
C=CCN(c1ccc(F)cc1)S(=O)(=O)c1cc(C(=O)OCC(=O)N(C)C2CCS(=O)(=O)C2)ccc1Cl (centres undefined),-3.2,-3.1,1.7,0.3,-0.6,18.9,14.9,-2.8,-0.9
O=C(c1nc2ccccn2c1CN1CCCC(c2nc3ccccc3o2)C1)N1CCCC1 (centres undefined),8.7,35.1,1.4,-0.5,-0.4,-28.2,-23.4,2.5,-1.5
CCC(=O)N1CCc2cc(Br)cc(S(=O)(=O)N(C)c3ccc(OC)cc3OC)c21,8.5,22.1,0.9,0.9,0.7,13.5,5.0,2.0,-2.6
CC(=O)Nc1ccccc1C(=O)C(=O)Nc1ccc(C(=O)N2CCOCC2)cc1,8.9,20.3,-0.9,0.5,0.5,-27.2,-6.0,3.0,0.6
C=CCn1c(SCC(=O)c2ccccc2)nnc1-c1cc2ccccc2o1,-0.2,27.0,0.1,0.1,-0.1,-16.9,-4.0,-3.9,-1.9
CC(C)(C)NC(=O)NC(=O)COC(=O)c1nc(-c2ccccc2)n(-c2cccc(C(F)(F)F)c2)n1,1.8,-20.8,-0.5,0.0,1.5,18.2,-7.5,0.6,-1.6
Cc1nn(-c2ccccc2)c2c1C(c1ccco1)C(C#N)=C(N)O2 (centres undefined),2.9,18.4,-1.4,-0.2,-0.3,13.2,-9.2,-2.4,-2.8
COc1ccc(/C=C/C(=O)Oc2ccc(/C=N\NC(=O)c3ccc(F)cc3)cc2)cc1,-0.1,10.0,0.4,1.3,-0.3,-2.5,-0.2,1.2,1.1
COC(=O)c1ccc2c(c1)nc(C)n2CCO,9.8,39.6,0.1,0.1,0.6,6.7,-5.0,-0.2,-2.7
CCC(=O)OCc1c(C(F)(F)F)nn(C)c1Sc1ccc(F)cc1,6.2,6.8,-1.6,-0.8,1.3,47.6,-2.1,1.8,11.0*
CCOC(=O)Nc1ccc(C)cc1C,2.3,23.7,1.4,-0.1,1.7,-1.6,20.5,-1.6,-2.1
CCSc1nnc(NC(=O)CSc2nnc(Cc3cccn3C)n2CCc2ccccc2)s1,0.2,-53.5,-1.1,0.3,-0.2,19.3,-6.8,2.5,2.1
COc1ccccc1CNC(=O)CCN1C(=O)COc2ccc(C)cc21,6.4,-2.0,-1.5,-0.4,-0.2,-5.1,-7.6,-0.2,0.7
CCn1cc(C2=NCC(C)O2)c2ccccc21 (centres undefined),0.2,11.7,-0.5,0.2,0.0,-11.5,4.1,-5.4,1.4
O=C(N/N=C/C(Cl)=C/c1ccccc1)c1ccncc1,-3.1,16.8,2.2,1.3,-0.5,-54.6,-1.4,2.0,-1.0
O=C(CSc1nccc(-c2cccs2)n1)Nc1ccc(F)c(Cl)c1,0.0,5.5,-1.2,-0.5,-0.8,-42.9,-14.3,-1.7,1.1
CCOc1ccc(NC(=O)CC2C(=O)Nc3ccccc3N2C(=O)c2ccccc2)cc1 (centres undefined),4.6,-22.2,-0.2,-0.2,0.7,-14.4,5.5,-1.4,-0.7

# Whole records from above.
# O=C(CSc1nccc(-c2cccs2)n1)Nc1ccc(F)c(Cl)c1 as listed: BaF3 parental = 0.0; m-calpain inh = 5.5; TRPN1 ag = -1.2; TRPML3 agonist = -0.5; PERK inh = -0.8; EP2 mod = -42.9; S1P4 antag = -14.3; Ba/F3 V617F tox = -1.7; S1P4 agonist = 1.1
# C=CCn1c(SCC(=O)c2ccccc2)nnc1-c1cc2ccccc2o1 as listed: BaF3 parental = -0.2; m-calpain inh = 27.0; TRPN1 ag = 0.1; TRPML3 agonist = 0.1; PERK inh = -0.1; EP2 mod = -16.9; S1P4 antag = -4.0; Ba/F3 V617F tox = -3.9; S1P4 agonist = -1.9

# (more compounds)
SMILES,BaF3 parental,m-calpain inh,TRPN1 ag,TRPML3 agonist,PERK inh,EP2 mod,S1P4 antag,Ba/F3 V617F tox,S1P4 agonist
CCCCN(C)CCCNC(=O)CN1C(=O)CSc2ccc(S(=O)(=O)N3CCOCC3)cc21,2.1,8.3,0.6,0.8,-0.7,4.7,7.4,0.9,1.2
CCOC(=O)c1sc(=S)n(C)c1N,0.9,7.8,-0.1,0.5,1.3,-11.7,2.8,-0.7,1.6
CC(C)CCNC(=S)Nc1ccc([N+](=O)[O-])cc1,4.8,45.1,24.3*,13.5*,0.5,-60.2,-5.2,2.3,0.2
Cc1c(Br)c([N+](=O)[O-])nn1CC(=O)N1CCc2ccccc21,-2.1,-14.0,-1.0,0.4,-0.5,-12.5,-3.9,2.2,-0.8
CC(=O)C(Cc1ccccc1)NC(=O)CCl (centres undefined),4.7,-9.3,-0.5,1.2,0.0,22.6,-21.3,0.8,1.3
COc1ccc(/C=C2/N=C3CCCCCN3C2=O)cc1,-0.7,-7.6,0.1,0.2,0.8,7.0,-0.9,-5.4,-0.4
Cn1cc(/C=N/Nc2ccccc2)c2ccccc21,3.1,-7.7,-0.9,0.3,-0.3,-43.3,-21.2,1.8,1.4
COc1ccc(Nc2nc(OC)nc(N3CCN(c4ccc(OC)cc4)CC3)n2)cc1,6.6,-4.0,2.0,0.1,0.8,-9.5,6.5,-0.7,-0.4
CCCCN(C)Cc1c(O)ccc2c(-c3ccccc3)cc(=O)oc12,2.6,i,0.2,0.6,-1.3,-13.1,-0.9,1.5,0.5
COc1ccc2c(c1OC)C(=O)N1c3ccccc3COC21 (centres undefined),5.9,4.8,1.9,-0.1,0.5,-10.0,-6.9,2.1,-0.2
COc1ccc(-c2nn(CCC(=O)O)cc2/C=C2\SC(N)=NC2=O)cc1OC,-1.0,-2.2,0.8,0.7,0.8,12.1,-3.7,-2.4,3.1
CCC(=O)Nc1cccc(NC(=O)COc2ccc(OC)cc2)c1,5.5,9.9,0.3,0.9,0.4,7.4,-22.7,3.9,0.5
COc1cc(C2C3=C(Nc4ncnn42)c2ccccc2CC3)cc(OC)c1OC (centres undefined),90.2*,-12.2,-0.3,-0.4,-1.5,-2.7,24.3,93.2*,-0.7
C(=N\NCc1ccccc1)/c1ccc2ncccc2c1,-2.9,3.9,-1.5,-0.3,-0.5,-31.9,11.7,-2.7,-1.2
CCOC(=O)C1=C(CC)Nc2ccccc2N=C1NC(=O)Nc1ccc(Cl)c(Cl)c1,2.0,8.5,0.8,0.3,-0.6,-30.1,15.1,1.5,2.5
CC(C)OC(=O)CSc1nnc(COc2ccc([N+](=O)[O-])cc2)n1C,0.7,51.7*,-1.3,-0.1,-0.5,-10.6,-0.7,4.1,0.2
N=c1c2c(n(Cc3ccc(Br)cc3)c3c1CCC3)CCCC2,75.1*,10.5,0.4,-0.1,-0.6,23.0,-17.4,100.2*,0.4
O=C(CCS(=O)(=O)Cc1ccccc1)N1CCc2ccccc2C1,1.2,-1.6,-0.7,0.5,-0.2,0.3,-24.3,-0.9,-1.6
Cn1c2ccccc2c2n[nH]c(=O)nc21,2.5,29.1,2.9,0.9,0.4,-11.8,-7.1,2.2,-0.1
CC(=O)c1c(C)nn(CC(O)COc2ccc3c(c2)CCC3)c1C (centres undefined),5.1,-5.8,1.2,0.3,-0.3,-36.0,-49.0,-0.7,1.4
COc1ccc(C(=O)Nc2ccc(S(=O)(=O)Nc3onc(C)c3C)cc2)cc1,1.3,-8.8,2.1,-0.2,-0.1,21.2,-7.5,4.4,6.8
CS(=O)(=O)N1CCN(c2ccc(Cl)cc2[N+](=O)[O-])CC1,12.2,31.5,0.2,-0.1,0.6,0.6,-17.3,6.0,0.3
C=CCN1C(=O)/C(=C\c2cccs2)C(C(=O)OC)=C1C,1.9,-5.3,-3.0,0.0,0.0,48.2,4.8,-1.7,-3.3
CCCCS(=O)CC(CS(=O)CCCC)OC(=O)c1ccccc1 (centres undefined),3.0,12.8,0.9,0.6,0.4,15.4,-14.8,0.2,1.5
Cc1cc(=O)c2cc(Br)ccc2n1CC(=O)NCc1ccccc1,5.6,-48.3,1.0,0.2,-1.3,-53.7,-2.1,3.8,1.2
CCOc1ccc(C(=O)OCC(=O)Nc2cc(C)on2)cc1OCC,0.7,-30.0,0.4,0.1,1.2,22.9,-3.4,-0.6,-0.7
C/C(=N\NC(=S)NCCc1ccccc1)c1cccc(Br)c1,8.9,-9.0,0.6,0.6,1.9,30.1,-20.6,0.6,0.8
C/C(=C\C#N)n1nc(C)cc1N,0.4,4.6,1.4,0.2,1.4,29.6,-11.8,1.7,0.5
COCc1cc(Sc2ccc(Cl)cc2)nc(C)n1,6.3,-3.0,-0.2,0.3,1.3,23.7,-2.7,1.8,0.2
O=C(c1sccc1Br)N1CCN(Cc2ccc3c(c2)OCO3)CC1,3.0,2.7,3.2,2.4,-0.8,-24.2,3.2,-2.1,0.1
COc1cc(SC#N)ccc1N=Cc1c(C)[nH]n(-c2ccc(C)cc2)c1=O,8.7,-35.6,-0.1,-0.8,0.6,-16.9,8.3,3.2,-1.1
O=C(NCc1cccs1)c1cc(-c2ccccc2)on1,2.2,25.0,0.0,-0.1,0.1,-37.6,0.1,-3.3,2.7
CC(=O)NC(Nc1nc2c(s1)CCCC2)(C(F)(F)F)C(F)(F)F,1.8,6.4,1.2,0.7,0.2,25.2,6.6,0.1,1.7
Cc1ccc(C)n1-c1ccc(C#N)cn1,0.3,1.9,0.3,-0.3,1.9,-2.6,-5.5,-5.2,0.1
CC(=O)c1cc(C#N)c(N2CC(C)OC(C)C2)nc1C (centres undefined),-0.7,-8.3,0.6,1.2,0.7,26.2,-33.6,-1.5,2.1
COc1ccc(OC)c(NC(=O)CCNS(=O)(=O)c2ccc3c(c2)c(=O)n(C)c(=O)n3C)c1,-2.7,4.0,-0.9,0.5,1.7,13.4,-6.6,-1.8,0.0
COCCN(Cc1cc2cc(C)ccc2nc1Cl)C(=O)Nc1ccccc1OC,7.8,31.5,-0.1,-0.3,0.4,-16.9,-8.8,2.1,0.0
COC(=O)C1=C(C)NC(=O)/C1=C\c1cccs1,2.5,30.5,-1.3,0.3,-0.3,-3.6,-3.3,-1.0,-1.4
CCOC(=O)c1sc(C)c(C(=O)NCC(C)(C)CN(C)C)c1N,0.7,-188.7,-2.2,0.0,-0.2,11.0,-0.1,-3.0,-0.8
CCOc1ccc(C2CC(c3cccc(OC)c3OC)n3nnnc3N2)cc1Cl (centres undefined),5.3,-35.5,0.5,0.6,0.3,5.5,3.2,-3.6,1.0
CC(=O)Nc1cccc(/C(C)=N/NC(=O)c2ccccc2Cl)c1,2.8,13.3,0.5,0.1,-0.5,20.6,-10.1,-1.2,1.4
CC1=C(C(=O)Nc2ccc(C)cc2C)C(c2cccc([N+](=O)[O-])c2)n2nc(C(=O)OC(C)C)nc2N1 (centres undefined),7.8,-5.8,1.7,0.5,0.9,-21.1,4.7,1.7,-0.7
